Screening data deposited in PubChem by SRMLSC.
SK-BR-3 tox 24h: SK-BR-3 proliferation inhibitors. SK-BR-3 viability, CellTiter-Glo ATP luminescence, 24 h; hits give low values. viability, % at 10 µM. actives 0.47% (n = 41,000). AID 847;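 active means viability at or below the median of all test compounds minus 3 SD, in both replicates if run twice, cut at about 45% in these data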;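 further: 100% = median untreated cell wells and 0% = median positive control drug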
The depositor's hits bear a star. An excerpt; the hit share may differ from the screen's.

SMILES	SK-BR-3 tox 24h
COc1cc(OC)cc(-n2c3nc4ccccc4nc3c3c(=O)n(CC4CCCO4)cnc32)c1 (stereo not given)	81
CCOc1cc(S(=O)(=O)NC2CCCCCC2)ccc1F	73
COCCOC(=O)C1=C(C)NC(C)=C(C(=O)OC(C)C)C1c1cccc([N+](=O)[O-])c1 (stereo not given)	95
Cc1cc(NS(=O)(=O)c2cccs2)no1	99
O=C(Cn1c(=O)n(CCCC(=O)NC2CCCC2)c(=O)c2ccccc21)NCCC1=CCCCC1	61
CSc1nnc(C)c(=O)[nH]1	98
Cc1n[nH]c(C)c1S(=O)(=O)Nc1ccc2c(c1)OCCO2	95
COc1cccc(NC(=O)CN(c2cccc(F)c2)S(C)(=O)=O)c1	96
COC(=O)c1nc2n(n1)C(c1ccc(OC)c(OC)c1)C(C(=O)OC1CCCCC1)=C(C)N2 (stereo not given)	103
COc1ccc(C2CC(c3ccccc3)Nc3nc(NC(=O)c4ccco4)nn32)cc1 (stereo not given)	97
O=C(c1cccnc1)N(Cc1ccccc1)c1ccccc1	80
Cc1ccc(S(=O)(=O)Nc2nonc2C)cc1	101
COC(=O)C(O)(CC(=O)Nc1cccc(SC)c1)C(F)(F)F (stereo not given)	91
CC(C)(O)C#Cc1ccc(C(=O)N2CCN(C(=O)c3ccco3)CC2)cc1	81
Cc1cc(NC(=O)CCC2COc3ccccc3O2)no1 (stereo not given)	94
Cc1cc(=O)oc(C)c1C(=O)NCC1CCCO1 (stereo not given)	113
CCCCCNC(CC(=O)Nc1ccc(OC)cc1)C(=O)O (stereo not given)	113
Cc1occc1-c1nnc(SCC(=O)NCCc2ccccc2)n1C(C)c1ccccc1 (stereo not given)	110
O=C(NCc1ccccc1)N(Cc1nc2ccccc2c(=O)[nH]1)C1CCCC1	83
O=C1CC(c2ccco2)CC2=C1C1c3ccccc3C(=O)N1c1ccccc1N2 (stereo not given)	87

Quoted from the results shown (two entries):
SMILES	SK-BR-3 tox 24h
O=C(c1cccnc1)N(Cc1ccccc1)c1ccccc1	80
Cc1ccc(S(=O)(=O)Nc2nonc2C)cc1	101

Going on with the list:
SMILES	SK-BR-3 tox 24h
O=C1CC(c2ccccc2)Cc2nc(NCc3ccco3)ncc21 (stereo not given)	111
O=C(NCCCN1CCOCC1)[C@@H]1CSC2c3ccccc3C(=O)N21 (stereo not given in full)	98
CCOC(=O)c1c(C2COc3ccccc3O2)csc1NC(=O)c1ccco1 (stereo not given)	82
Cc1cc(-c2nnc3n2N=C(c2ccc(-c4ccccc4)cc2)CS3)n[nH]1	57
COc1ccccc1-c1n[nH]c(=S)o1	94
CC(C)COc1ccc(C(=O)N(Cc2ccco2)C2CCS(=O)(=O)C2)cc1 (stereo not given)	90
O=C(c1cc2cc(Cl)ccc2oc1=O)N1CCOCC1	91
CCOc1ccc2nc(NC(=O)C3CCN(c4cnccn4)CC3)sc2c1	86
O=C(NCCCn1ccnc1)C1c2ccccc2Oc2ccccc21	93
Cc1ccc(Cn2c(SCCN3CCCCC3)nc3c2c(=O)n(C)c(=O)n3C)cc1	90
CCCn1c(N2CCC(Cc3ccccc3)CC2)nc2c1c(=O)[nH]c(=O)n2C	98
CCOc1ccccc1NC(=O)CCc1ccc(C)o1	103
CCN(CC)Cc1csc(C(N)=O)c1	83
COCC(=O)N(Cc1cc2ccccc2[nH]c1=O)c1ccccc1OC	115
COc1cc(C2c3c(oc4cc(C)c(C)cc4c3=O)C(=O)N2c2cc(C)ccn2)ccc1O (stereo not given)	88
COc1ccc(CN(CCCN2CCOCC2)C(=O)Nc2ccccc2)cc1OC	90
COC(=O)c1ccccc1NC(=O)C(CCS(C)(=O)=O)NC(C)=O (stereo not given)	86
Cc1c(-c2cccs2)[n+](=O)c2c(n1[O-])CCCC2	103
COc1ccc(CNC(=O)c2c(O)c3cccc4c3n(c2=O)CCC4)cc1OC	75
COc1cc(OC)cc(C(=O)OCc2cc3ccccc3[nH]c2=O)c1	109
Nc1ncn(C(=O)c2ccco2)n1	82
CCOC(=O)c1c(-c2cccs2)csc1NC(=O)CCCC(=O)O	89
COCCSc1ccccc1C(=O)Nc1nncs1	101
O=C(COc1ccccc1)NCCn1ccc2ccccc21	98
CCN(CC)C(=O)CSC1=C(C#N)C(c2cccs2)C=C(C)N1 (stereo not given)	86
CCOC(=O)NC(=O)CSc1nnnn1-c1ccccc1	88
COc1ccc(-n2c3c(cc(C(=O)Nc4ccc5c(c4)C(=O)NC5=O)c2=O)C(=O)CCC3)cc1	114
CCS(=O)(=O)N1CCN(C(=O)CCC2CCCC2)CC1	98
COc1cccc(C(=O)N2CCN(CCCc3ccccc3)CC2)c1OC	104
O=C(O)c1cc2nc(-c3ccccc3)cc(C(F)(F)F)n2n1	95
O=C(NC1CCCC1)c1cccc(S(=O)(=O)N2CCCCC2)c1	72
Cc1cccc(-c2nnc(-c3ccccc3)o2)c1	80
Cc1c(Cl)cccc1Nc1nc(N)nc(CSCCO)n1	116
COC(=O)CSc1nnc2n(C3CCCCC3)c(=O)c3c4c(sc3n12)CCCC4	87
CCC(c1nnnn1C(C)(C)C)N1CCN(C2CCCC2)CC1 (stereo not given)	91
CCOC(=O)COC(=O)c1ccc(O)cc1	92
COc1cc(C(=O)N2CCCC(c3nc(-c4cccs4)no3)C2)cc(OC)c1OC (stereo not given)	115
Cc1ccc(CN2CC34C=CC(O3)C(C(=O)NCc3ccco3)C4C2=O)cc1 (stereo not given)	94
Cc1noc(C)c1CSc1nnc2c(C)cc3ccccc3n12	94
CC1CN(S(=O)(=O)c2ccc(Cl)c(S(=O)(=O)N3CC(C)OC(C)C3)c2)CC(C)O1 (stereo not given)	79
O=C(c1cnn2c(C(F)F)cc(-c3ccccc3)nc12)N1CCOCC1	77
O=c1nc(-c2ccccc2)c2ccccc2[nH]1	110
O=C1N2CCSC2=NC1(NS(=O)(=O)c1ccccc1)C(F)(F)F (stereo not given)	82
O=C(Nc1nncs1)c1ccc(Br)c(S(=O)(=O)N2CCCC2)c1	84
Cc1ccc(-c2nnn(CC(=O)N(CC(=O)NCC3CCCO3)c3ccc(F)c(Cl)c3)n2)o1 (stereo not given)	89
Cc1ccc(-n2c(Cc3cccs3)nnc2SCC(=O)Nc2ccc(S(N)(=O)=O)cc2)cc1	66
CCn1c(SCC(=O)Nc2nc3ccccc3s2)nnc1-c1ccc(OC)cc1	97
COc1ccc2cc(C#N)c(NC(C)C)nc2c1	91
CCOC(=O)N1CCN(S(=O)(=O)c2ccc(OCC)c3ccccc23)CC1	87
CCCC12CN3CC(CCC)(CN(C1)C3C(O)C(O)C(O)CO)C2=O (stereo not given)	100
O=C1CCCCCN1Sc1ccccc1	97
O=C(CCNc1n[nH]c(=O)[nH]c1=O)N1CCOCC1	95
COc1ccccc1C(=O)NCC(c1cccnc1)N(C)C (stereo not given)	103
CCN(CC)c1nc2cc(OC)ccc2cc1C#N	82
O=C(NC1CCCCC1)N1CCc2ccccc21	89
CCCN(Cc1cc2cc(C)ccc2[nH]c1=O)S(C)(=O)=O	84
O=C1CCCCCN1CP(=O)(O)CN1CCOCC1	111
CCOc1ccc(C(=O)N(CN2CCCC2=O)c2ccccc2)cc1	84
Oc1c(-c2cc(-c3ccco3)[nH]n2)ccc2ccccc12	84
N#Cc1cc2sc3nnc(-c4ccncc4)n3c2cc1C#N	96

Arranged by molar mass (smallest number first): part of the list above.
SMILES	SK-BR-3 tox 24h
O=C1CCCCCN1Sc1ccccc1	97
COc1ccc2cc(C#N)c(NC(C)C)nc2c1	91
CCN(CC)c1nc2cc(OC)ccc2cc1C#N	82
O=C(CCNc1n[nH]c(=O)[nH]c1=O)N1CCOCC1	95
Oc1c(-c2cc(-c3ccco3)[nH]n2)ccc2ccccc12	84
O=C1CCCCCN1CP(=O)(O)CN1CCOCC1	111
COc1ccccc1C(=O)NCC(c1cccnc1)N(C)C (stereo not given)	103
N#Cc1cc2sc3nnc(-c4ccncc4)n3c2cc1C#N	96
CCCN(Cc1cc2cc(C)ccc2[nH]c1=O)S(C)(=O)=O	84
Cc1noc(C)c1CSc1nnc2c(C)cc3ccccc3n12	94
CCOc1ccc(C(=O)N(CN2CCCC2=O)c2ccccc2)cc1	84
CCCC12CN3CC(CCC)(CN(C1)C3C(O)C(O)C(O)CO)C2=O (stereo not given)	100
O=C(c1cnn2c(C(F)F)cc(-c3ccccc3)nc12)N1CCOCC1	77
O=C1N2CCSC2=NC1(NS(=O)(=O)c1ccccc1)C(F)(F)F (stereo not given)	82
CCOC(=O)N1CCN(S(=O)(=O)c2ccc(OCC)c3ccccc23)CC1	87
O=C(Nc1nncs1)c1ccc(Br)c(S(=O)(=O)N2CCCC2)c1	84
CCn1c(SCC(=O)Nc2nc3ccccc3s2)nnc1-c1ccc(OC)cc1	97
CC1CN(S(=O)(=O)c2ccc(Cl)c(S(=O)(=O)N3CC(C)OC(C)C3)c2)CC(C)O1 (stereo not given)	79
Cc1ccc(-c2nnn(CC(=O)N(CC(=O)NCC3CCCO3)c3ccc(F)c(Cl)c3)n2)o1 (stereo not given)	89
Cc1ccc(-n2c(Cc3cccs3)nnc2SCC(=O)Nc2ccc(S(N)(=O)=O)cc2)cc1	66

Additional records.
SMILES	SK-BR-3 tox 24h
CC1(C)Oc2ccc3ccc(=O)oc3c2/C(=C/N)C1=O	116
CC(=O)N(CC(=O)O)c1ccccc1C(=O)O	99
COC(=O)[C@H](Cc1ccccc1)NC(=O)NCc1ccc(S(N)(=O)=O)cc1	106
CCc1nc(SCC(=O)c2ccc(C)c(C)c2)n[nH]1	113
CCCCCCc1cc2cc(-c3nnc(-c4ccccc4O)o3)c(=O)oc2cc1O	151
CCOC(=O)c1c(NC(=O)CSc2nnc(-c3ccc(OC)cc3)o2)sc2c1CCC2	109
Cc1cc(CN2C(=O)c3ccccc3C2=O)cc(N2CCOCC2)c1	130
O=C(CSc1ncn[nH]1)NC1CC2CCC1C2 (stereo not given)	116
C=CCNC(=O)C1CCN(S(=O)(=O)CC)CC1	81
CNc1nc2c(c(=O)n(C)c(=O)n2C)n1Cc1ccccc1	93
OC(COc1ccc2cc(Br)ccc2c1)CN1CCCC1 (stereo not given)	102
O=C(COc1ccccc1O)Nc1ccc(Cl)cc1	116
O=C(Nc1ccc2c(c1)OCO2)c1cc2n(n1)C(C(F)(F)F)CC(c1ccccc1)N2 (stereo not given)	90
C=CCn1c(SCC(=O)Nc2cc(NC(C)=O)ccc2OC)nnc1-c1ccccn1	99
COc1ccc(/C=N/n2c(=O)[nH]c3c([nH]c4ccc(C)cc43)c2=O)cc1CN1CCOCC1	96
Cc1csc(NC(=O)CSc2nsc(SCC(=O)Nc3nc(C)cs3)c2C#N)n1	96
Cc1ccc(S(=O)(=O)N2CCN(c3nc(C)nc4sc(C)c(C)c34)CC2)cc1	78
CC1CN(C2CC(C)(C)NC(C)(C)C2)CCC1=O (stereo not given)	102
CCOc1cc(-c2nc(-c3ccc(OC)cc3)no2)cc(OCC)c1OCC	100
COc1ccccc1OCCn1c(=O)sc2ccccc21	88
CCOC(=O)Cc1csc(SCn2nnc3ccccc3c2=O)n1	88
COc1ccc(N2C(=O)CCC(C(=O)O)C2c2ccc(F)cc2)cc1 (stereo not given)	90
O=C(Nc1ccc(-c2nc3ccccc3o2)cc1)C1CCCO1 (stereo not given)	97
CCOC(=O)c1ccc(CSc2n[nH]c(C)n2)o1	78
CCCCOC(=O)C1[C@H]2C(=O)N(CCc3ccccc3)C[C@]23C=C[C@H]1O3 (stereo not given in full)	110
O=C(O)C1C2C=CC(O2)C1C(=O)NCCC1=CCCCC1 (stereo not given)	94
c1ccc(-c2csc(Nc3nc(N4CCOCC4)nc(N4CCOCC4)n3)n2)cc1	88
CSCCC(Nc1nc2ccccc2s1)C(=O)O (stereo not given)	81
COc1cccc2sc(N3CCN(c4nc5ccccc5s4)CC3)nc12	61
Cc1cc(C)nc(NS(=O)(=O)c2ccc(-n3cccc3)cc2)n1	88
CCC(=O)Nc1ccc(NC(=O)c2c(C)nc3ccccn23)cc1	85
Cc1cc(=O)[nH]c(SCc2nc3ccccc3n2Cc2ccccc2)n1	90
O=C(CCC1COc2ccccc2O1)Nc1ccc(Cl)cn1 (stereo not given)	86
O=C(c1ccco1)N1CCN(C(=O)c2cc(-c3ccccn3)nc3ccccc23)CC1	74
CCCS(=O)(=O)N1CCN(c2ccccn2)CC1	86
N=c1c2c(n(Cc3ccc(F)cc3)c3c1CCC3)CCC2	124
CCOC(=O)c1oc2cccc(OCC(O)CNC(C)C)c2c1C (stereo not given)	80
O=C(CN1CCCCC1)Nc1nnc(-c2ccccc2)s1	95
CC(C)C1N(C(=O)CN2CCCC2)CCN1S(=O)(=O)c1ccccc1 (stereo not given)	66
O=C(Nc1nc(-c2ccccn2)cs1)c1ccc(S(=O)(=O)N2CCCCC2)cc1	83
CCOC(=O)c1nnn(-c2nonc2N)c1COc1ccccc1	77
COc1cc(CC(=O)NCc2ccc3c(c2)OCO3)cc(OC)c1OC	87
Cc1ccc(N2C(=O)CSC2c2cccnc2)cc1F (stereo not given)	72
CCc1cc(C=NC2CCCCC2)c(O)s1	78
CNc1oc(Cc2cccc3ccccc23)nc1C#N	109
CN1CCN(c2nc(-c3ccccc3)nc3c2oc2ccccc23)CC1	83
CCCCN(C)Cc1c(C)[nH]c2c(Cl)cccc2c1=O	48
COC(=O)C1C(O)=C(C(C)=N)C(=O)CC1(C)C (stereo not given)	101
O=C(COc1ccccc1)Nc1ccccc1N1CCN(c2ccc(F)cc2)CC1	89
COC(=O)C(C)Sc1nc2c([nH]c3ccccc32)c(=O)n1C (stereo not given)	73
O=C(O)CCC(C(=O)O)n1c(O)c(C2=c3ccccc3=NC2=O)sc1=S (stereo not given)	111
CCn1cc(C(=O)OCc2ccc(F)cc2)c(=O)c2ccc(C)nc21	96
CCOC(=O)c1cn2c3c(c(F)c(F)c(F)c3c1=O)SC(N1CCCC1)=N2	103
COc1ccc(CNc2nc3c(c(C(F)(F)F)n2)CCCCC3)cc1	96
CCN(CC)CCN1C(=O)Cn2c(C)c(C)c3cccc1c32	88
CCn1c(SCC(=O)NCc2cccs2)nc2c1c(=O)n(C)c(=O)n2C	81
